Compound activity from PubChem.
TRPC4 block: TRPC4 (mouse) channel inhibition. Q9QUQ5. HEK293 TRPC4beta/mu-opioid, DAMGO-evoked Fluo4 calcium flux; hits give low values. B-score at 10 µM. hit rate 0.39% among 300,000. AID 2247;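 active = B-score over 3 SD under the library average, no early fluorescence shift, positive overall ratio signal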
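Material: HEK293 cells with stable TRPC4beta plus mu-opioid receptor expression / Probe or stimulus: DAMGO in two steps, submaximal then maximal / Compound: single concentration per test compound / Technique: kinetic Fluo4 fluorescence imaging of calcium influx / Read-out: per-well B score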
TRPC4 potent: TRPC4 (mouse) allosteric potentiation; Q9QUQ5; B-score at 10 µM; hit rate 0.42% among 310,000; HEK293 TRPC4beta/mu-opioid, DAMGO EC20, Fluo-4 Ca2+ flux; hits give high values; AID 2227;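 active = B-score of calcium response area above 5 SD of library B-scores, with initial fluorescence ratio within 5 SD of library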;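 note: B-score of integrated fluorescence ratio over time as area under calcium response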
MrgX1 allo act: human MrgX1 positive allosteric modulation, primary screen; Q96LB2; MrgX1-HEK293, Fluo-4 calcium flux, FDSS; hits give high values; B-score at 10 µM; hit rate 0.63% among 310,000; AID 588675;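 active = plate-corrected calcium response at least 3 library SD above typical, normal starting fluorescence, not activating the receptor alone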;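 note: compound read alongside a low EC10 to EC30 dose of BAM8-22 agonist; peak minus trough fluorescence over baseline measured at the second addition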
Target sequence (Q96LB2 whole entry, looked up): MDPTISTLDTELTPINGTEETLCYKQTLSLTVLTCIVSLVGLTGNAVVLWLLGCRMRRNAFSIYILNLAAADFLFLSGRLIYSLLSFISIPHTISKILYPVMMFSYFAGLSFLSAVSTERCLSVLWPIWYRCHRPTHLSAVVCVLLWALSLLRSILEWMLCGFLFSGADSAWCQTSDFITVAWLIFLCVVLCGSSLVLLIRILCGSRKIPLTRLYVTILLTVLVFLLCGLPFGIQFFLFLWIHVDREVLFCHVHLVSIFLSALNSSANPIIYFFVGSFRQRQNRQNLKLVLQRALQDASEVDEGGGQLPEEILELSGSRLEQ
TRPC6 activator: mouse TRPC6 channel activation. Q61143. HEK293-TRPC6 membrane potential dye fluorescence; hits give high values. B-score at 10 µM. hit rate 0.13% among 310,000. AID 2550;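 active = B-score of the integrated fluorescence ratio above library mean plus 3 SD, and starting fluorescence ratio within library mean plus 5 SD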;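 note: higher score means more depolarization so channel activation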
MrgX1 ag: activates human MrgX1 receptor signaling. MrgX1-HEK293 cells, Fluo-4 calcium fluorescence, agonist mode; hits give high values. B-score at 10 µM. hit rate 0.44% among 310,000;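 active = calcium response B-score plate-corrected fluorescence ratio at least 3 library SD, with starting fluorescence B-score inside 5 SD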
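Material – MrgX1-expressing HEK293 cells · Input – 15,000 cells seeded per well · Dosing – compound as first of three additions · Times – overnight seeding, then 1 h dark dye loading · Measured by – kinetic Fluo-4 NW fluorescence of intracellular calcium · Read-out – B-scored fluorescence response ratio · Benchmarks – positive and negative control wells on each plate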
TRPC6 inhibitor: inhibitors of mouse TRPC6 channel. HEK293-TRPC6, membrane potential dye, ACh-evoked depolarization; hits give low values. Q61143. B-score at 10 µM. hit rate 1.1% among 310,000;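 active = B-score under library mean minus 3 SD, initial fluorescence not abnormally high, positive integrated signal ratio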;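 note: B-score derived from integrated fluorescence ratio over the kinetic read; more negative B-score means stronger inhibition of depolarization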
PolyA inhibitor: blocks polyadenylation in yeast reporter cells; S. cerevisiae SKY197-pL101 polyadenylation reporter, beta-gal luminescence; efflux-impaired pdr1/pdr3 knockout yeast; score 100 = 6 SD above DMSO; calls only at 12 µM; hit rate 0.02% among 300,000;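 active = lowest replicate activity score at least 50, where 100 means six control SD above control mean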;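 note: yeast exposed to compound for 9 h at 30 °C; higher score means more reporter readthrough which indicates perturbed polyadenylation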
MrgX1 antag: blocks BAM8-22 activation of human MrgX1 receptor. MRGX1-HEK293 calcium flux, Fluo-4, BAM8-22 antagonism; hits give low values. B-score at 10 µM. hit rate 1.3% among 310,000. AID 588676;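 active = calcium-response B-score plate-corrected more than 3 library SD below zero, starting fluorescence within 5 deviations, no agonist response on first addition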;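 note: peak minus trough fluorescence over baseline after final BAM8-22 challenge near maximal dose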
HIF act: HIF pathway transcriptional activation | U2OS HRE-luciferase reporter, luminescence; normalized: DMSO 0%, desferrioxamine 100% | activation, % at 7.5 µM (by protocol) | hit rate 0.32% among 300,000 | AID 1910;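 active = mean activation of at least 10% of the iron chelator positive control signal, with at least half of replicates also reaching 10%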
TRPC4 agonist: TRPC4 (mouse) channel activation; HEK293 TRPC4beta/mu-opioid, Fluo4 calcium fluorescence; hits give high values; B-score at 10 µM; hit rate 0.49% among 310,000;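 active = B-score above 5 SD of library B-scores, and initial fluorescence ratio not above library mean plus 5 SD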;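 note: positive B-score marks a calcium rise read as TRPC4 activation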
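Material: HEK293 stable line with TRPC4beta plus mu-opioid receptor; technique: Fluo4 calcium-sensitive dye fluorescence, kinetic, 1 Hz baseline; timing: Fluo4 dye loading 45 min at room temperature, 110 s recording; controls: assay buffer as low control, maximal DAMGO as high control; read-out: integrated baseline-normalised fluorescence ratio, converted to per-well B score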
AI-2 QS modul: modulators of Vibrio harveyi AI-2 quorum sensing system. Vibrio harveyi JMH597 AI-2 luminescence/OD600 ratio, 9 h; hits give low values; strain lacks LuxN and CqsS sensors; 0 = neutral-control median. activity change, % at 7.5 µM. hit rate 0.4% among 300,000; in the data active = activity change below about -75%, passing the limit was not always enough;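 note: luminescence divided by OD600 gain over 9 h not by final OD600 alone; inactives centre near 13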
Numbers without * were called inactive; i = inactive; x = no result given. The list is partial; rates above refer to the full screens.

SMILES | TRPC4 block | TRPC4 potent | MrgX1 allo act | TRPC6 activator | MrgX1 ag | TRPC6 inhibitor | PolyA inhibitor | MrgX1 antag | HIF act | TRPC4 agonist | AI-2 QS modul
Cc1ccc(C=Nc2ccccc2C(=O)Nc2ccccc2)cc1 | i | i | i | i | i | i | i | i | -0.3 | i | 19
CCOC(=O)C1C(=O)Nc2nc3ccccc3n2C1C(C)C (stereo unspecified) | i | i | i | i | i | i | i | i | -0.3 | i | 19
N#CCCn1cc(C=C(C#N)C#N)c(-c2ccc(Cl)cc2)n1 | i | i | i | i | i | i | i | i | -0.1 | i | 10
CCCN(CC(=O)Nc1ccccc1C)C(=O)C1CCN(c2ncnc3sc(C)c(C)c23)CC1 | i | i | i | i | i | i | i | i | 0.5 | i | 23
CCOC(=O)c1ccc(NC(=O)c2ccc(OC(C)C)c(OC)c2)cc1 | i | i | i | i | i | i | i | i | -0.6 | i | 12
C=CCC1(C#N)C(=S)NC(C)=C(C(=O)OCC)C1c1ccccc1 (stereo unspecified) | i | i | i | i | i | i | i | i | -0.4 | i | 7
CCOC(=O)C1=C(C)N=c2s/c(=C\c3ccc(C(=O)O)cc3)c(=O)n2C1c1ccc(F)cc1 (stereo unspecified) | i | i | i | i | i | i | i | -4.8* | 0.6 | i | 69
CCn1ncc(CN2CCN(Cc3ccc(OC)c(C)c3C)C(CCO)C2)c1C (stereo unspecified) | i | i | i | i | i | i | i | i | -0.5 | i | 22
COc1ccc(Cn2c(C)c(C)c(C#N)c2NC(=O)Nc2ccc(Cl)cc2)cc1 | i | i | i | i | i | i | i | i | 2.5 | i | -11
Cc1ccc(-c2c(C)nn3c(N4CCOCC4)cc(C)nc23)cc1 | i | i | i | i | i | i | i | i | -50 | i | 17
Cc1ccc(C(=O)/C=C/c2ccco2)c(O)c1 | i | i | i | i | i | i | i | i | 2.3 | i | 16
CCc1ccc(-c2nc(SCC(=O)NC3CCS(=O)(=O)C3)n[nH]2)cc1 (stereo unspecified) | i | i | i | i | i | i | i | i | 0.5 | i | 19
CC(=O)/C=C\c1ccccc1OC(=O)c1cc2ccccc2oc1=O | i | i | i | i | i | i | i | i | -1.9 | i | 21
Cc1cc(=O)[nH]c(SCC(=O)Nc2ccccc2C#N)c1C#N | i | i | i | i | i | i | i | i | 0.5 | i | 5
COc1cccc(NC(=S)NCc2ccncc2)c1 | i | i | i | i | i | i | i | i | 0.0 | i | 38
O=[N+]([O-])c1cccc(/C=N\N2CCN(Cc3ccccc3Cl)CC2)c1 | i | i | i | i | i | i | i | i | -0.9 | i | 21
Cc1cc(C)cc(NC(=O)C2CCCN2/C=C/C(=O)C(F)(F)F)c1 (stereo unspecified) | i | i | i | i | i | i | i | i | -0.4 | i | 19
NC(=O)CC(NC(=O)c1cccc(Br)c1)c1ccc(NCC2CC2)c([N+](=O)[O-])c1 (stereo unspecified) | i | i | i | i | i | i | i | i | -0.7 | i | 4
O=c1nc(SCc2cccc(C(F)(F)F)c2)nc2ccccn12 | i | i | i | i | i | i | i | i | 0.1 | i | 4
Cc1ccccc1CC(=O)NC1CCN(Cc2ccccc2)CC1 | i | i | i | i | i | i | i | i | -0.5 | i | -2

Individual results from the results shown.
Reading of COc1cccc(NC(=S)NCc2ccncc2)c1 in HIF act: 0.0
Reading of O=[N+]([O-])c1cccc(/C=N\N2CCN(Cc3ccccc3Cl)CC2)c1 in HIF act: -0.9
Reading of CCn1ncc(CN2CCN(Cc3ccc(OC)c(C)c3C)C(CCO)C2)c1C (stereo unspecified) in AI-2 QS modul: 22

Filtered by structure: the compounds so far containing a CF3 group (2)
SMILES | TRPC4 block | TRPC4 potent | MrgX1 allo act | TRPC6 activator | MrgX1 ag | TRPC6 inhibitor | PolyA inhibitor | MrgX1 antag | HIF act | TRPC4 agonist | AI-2 QS modul
Cc1cc(C)cc(NC(=O)C2CCCN2/C=C/C(=O)C(F)(F)F)c1 (stereo unspecified) | i | i | i | i | i | i | i | i | -0.4 | i | 19
O=c1nc(SCc2cccc(C(F)(F)F)c2)nc2ccccn12 | i | i | i | i | i | i | i | i | 0.1 | i | 4

(list continues)
SMILES | TRPC4 block | TRPC4 potent | MrgX1 allo act | TRPC6 activator | MrgX1 ag | TRPC6 inhibitor | PolyA inhibitor | MrgX1 antag | HIF act | TRPC4 agonist | AI-2 QS modul
CCCCn1c(-c2cccc(F)c2)nc2c1c(=O)[nH]c(=O)n2CC(C)C | i | i | i | i | i | i | i | i | -0.3 | i | 15
COc1ccccc1C(=O)NCCCn1cc(Br)c(C)n1 | i | i | i | i | i | i | i | i | -0.2 | i | 28
COc1ccc(NC(=O)CSCc2ccccc2C)cc1 | i | i | i | i | i | i | i | i | 2.5 | i | 16
O=C(NC(=S)Nc1ccc2[nH]c(=O)[nH]c2c1)c1ccccc1[N+](=O)[O-] | i | i | i | i | i | i | i | i | -0.1 | i | 1
CC1CN(C(=O)COC(=O)COc2ccc(C#N)cc2)CC(C)O1 (stereo unspecified) | i | i | i | i | i | i | i | i | -0.1 | i | 17
CCOC(=O)C1=C(C)NC(SCC(N)=O)=C(C#N)C1c1cccs1 (stereo unspecified) | i | i | i | i | i | i | i | i | -0.2 | i | 11
CCn1c(SCC(=O)c2ccc3c(c2)Cc2ccccc2-3)nnc1-c1ccc(N)cc1 | i | i | i | i | i | i | i | i | -0.1 | i | 10
C=C(C(=O)O)C1CCC2(C)CCCC(C)(O)C2C1 (stereo unspecified) | i | i | i | i | i | i | i | i | 0.0 | i | 14
O=C(NCC12CC3CC(CC(C3)C1)C2)c1cc2n(n1)C(C(F)(F)F)CC(c1ccco1)N2 (stereo unspecified) | i | i | i | i | i | i | i | i | -29 | i | 25
CCOc1ccccc1CN1CCC(n2nccc2NC(=O)CCc2ccccc2)CC1 | -7* | i | i | i | i | i | i | i | 0.5 | i | 2
COc1ccc(NC(=O)C(c2ccccc2)c2ccccc2)cn1 | i | i | i | i | i | i | i | i | -0.6 | i | 23
CCCCC(c1nnnn1CCOC)N1CCN(C(=O)c2ccco2)CC1 (stereo unspecified) | i | i | x | i | x | i | i | x | 0.0 | i | 30
CCOc1ccc(NC(=O)CN(C)C(=O)c2ccc(=O)[nH]c2)cc1OCC | i | i | i | i | i | i | i | i | -0.3 | i | -1
Cc1c(O)c(CN2CCCCC2)cc2c3c(c(=O)oc12)CCC3 | i | i | i | i | i | -10* | i | i | -0.3 | i | 24
CC(C)CNC(=O)c1cccc(NC(=O)CSc2ccccc2)c1 | i | i | i | i | i | i | i | i | 0.1 | i | 11
COc1ccccc1NC(=O)c1ccc(COc2ccccc2OC)o1 | i | i | i | i | i | i | i | i | -0.4 | i | 19
Cc1ccc([N+](=O)[O-])cc1NC(=O)CN(C(=O)c1ccc(Cl)cc1)C1CCCCC1 | i | i | i | i | i | i | i | i | -0.6 | i | 10
O=C(c1cc(COc2ccc(F)c(F)c2)on1)N1CCSCC1 | i | i | i | i | i | i | i | i | 3.5 | i | -30
COc1ccc(CC(=O)Nc2cc(Cl)ccc2O)cc1 | i | i | i | i | i | i | i | i | -0.1 | i | -94*
COc1ccccc1CNC(=O)CC(NS(=O)(=O)c1ccc(C)cc1)c1ccco1 (stereo unspecified) | i | i | i | i | i | i | i | i | 0.1 | i | 22
Cc1ccc(C(=O)c2cc([N+](=O)[O-])ccc2N2CC(C)OC(C)C2)cc1 (stereo unspecified) | i | i | i | i | i | i | i | i | 0.2 | i | 12
C=CCNC(=S)N/N=C(\C)c1cccc(OC)c1 | i | i | i | i | i | i | i | i | -0.8 | i | 12
CCCN(CC(=O)Nc1ccc(Cl)cc1Cl)C(=O)c1ccc(=O)[nH]c1 | i | i | i | i | i | i | i | i | -0.1 | i | 15
CC(C)(C)c1ccc(NC(=O)c2ccccc2)c([N+](=O)[O-])c1 | i | i | i | i | i | i | i | i | 1.5 | i | 2
COc1ccc(Br)cc1CN1C(=O)NC2(CCCCCC2)C1=O | i | i | i | i | i | i | i | i | 1.0 | i | 33
O=C1/C(=C/c2ccc(Cl)cc2)SC(=S)N1CCC(=O)N1CCCCC1CCO (stereo unspecified) | i | i | i | i | i | i | i | i | 0.0 | i | 10
C/C(=N\NC(=O)COc1cccc2ccccc12)c1cccs1 | i | i | i | i | i | i | i | i | 0.4 | i | 18
Cc1ccc(C(=O)N[C@H](C(=O)Nc2ccc(F)cc2)C(C)C)cc1 | i | i | i | i | i | i | i | i | 1.2 | i | -7
CN(Cc1ccon1)C(=O)CC1C(=O)NCCN1Cc1ccccc1C(F)(F)F (stereo unspecified) | i | i | x | i | x | i | i | x | -0.7 | i | 23
CCOC(=O)c1c(N)n[nH]c1-c1ccc(OC)cc1 | i | i | i | i | i | i | i | i | -0.3 | i | 14
c1ccc(CCc2ccccc2-c2nc(-c3cccnc3)no2)cc1 | i | i | i | i | i | i | i | i | -0.2 | i | 24
COc1ccccc1N(CN1C(=O)c2ccccc2C1=O)C(=O)c1cccnc1 | i | i | i | i | i | i | i | i | x | i | 8
Cc1ccc(CSc2nnc(-c3ccc(S(=O)(=O)N4CCCC4)cc3)o2)cc1 | i | i | i | i | i | i | i | i | -0.1 | i | 28
COCCOC(=O)c1c(N)n(CCCN2CCOCC2)c2nc3ccccc3nc12 | i | i | i | i | i | i | i | i | 0.2 | i | 2
CCCC[C@H]1C2=C3[C@@H](CC(C(=O)OC)=C[C@@H](C(=O)OC)[C@H]3C(C)(C)C2=O)n2c(=O)n(-c3ccccc3)c(=O)n21 | i | i | i | i | i | i | i | i | -0.4 | i | 23
CCn1nc(C)c(CNC(=O)c2ccc(OC3CCN(Cc4ccccn4)CC3)cc2)c1C | i | i | i | i | i | i | i | i | 2.3 | i | 17
CCC(CC)C(=O)Nc1c2cnn(-c3ccccc3)c2nc(=O)n1-c1ccccc1 | i | i | i | i | i | i | i | i | 0.1 | i | 12
c1ccc(-c2nnc3n2-c2ccccc2SC3)cc1 | i | i | i | i | i | i | i | i | -0.5 | i | 11
Cc1ccc(CN2CCN(Cc3ccc(O)cc3)CC2CCO)o1 (stereo unspecified) | i | i | i | i | i | i | i | i | 0.2 | i | 13
COc1ccc(N2C(=O)c3ccccc3C2O)cc1 (stereo unspecified) | i | i | i | i | i | i | i | i | 0.0 | i | 5
